# Source: PubChem (The Scripps Research Institute Molecular Screening Center)
# M4 antag = antagonists of human muscarinic M4 receptor (CHRM4). P08173. CHO-hM4 cells, ACh EC80, Fluo-8 calcium fluorescence. inhibition, % at 3 µM. actives 0.73% (n = 360,000);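 active = inhibition above its plate's cutoff, the mean inhibition of sample wells plus 3 SD, cut at about 27% in these data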;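 note: 0% = acetylcholine EC80 with DMSO and 100% = DMSO without agonist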
# Target sequence (P08173 whole entry, looked up): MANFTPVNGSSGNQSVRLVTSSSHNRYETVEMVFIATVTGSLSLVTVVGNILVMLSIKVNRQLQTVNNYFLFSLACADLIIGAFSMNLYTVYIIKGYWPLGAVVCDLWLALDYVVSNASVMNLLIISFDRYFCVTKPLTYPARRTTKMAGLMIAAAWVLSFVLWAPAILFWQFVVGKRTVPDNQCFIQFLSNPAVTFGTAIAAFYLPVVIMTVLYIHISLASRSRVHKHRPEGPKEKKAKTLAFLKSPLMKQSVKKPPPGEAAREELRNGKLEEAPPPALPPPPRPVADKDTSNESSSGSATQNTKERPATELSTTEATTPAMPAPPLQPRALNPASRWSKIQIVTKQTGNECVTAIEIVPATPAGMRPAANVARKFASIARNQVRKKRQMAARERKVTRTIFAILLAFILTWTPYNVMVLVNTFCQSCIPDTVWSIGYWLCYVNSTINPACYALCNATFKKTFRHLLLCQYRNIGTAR
# CHRM1 PAM = positive allosteric modulators of human M1 muscarinic receptor; P11229; CHO-K1 hM1, Fluo-8 calcium fluorescence, ACh EC20; 0% = ACh EC20, 100% = maximal ACh; activation, % at 3 µM; actives 0.088% (n = 360,000); AID 588819; in the data active = activation above about 19%, passing the limit was not always enough
# TAAR1 ag = human TAAR1 agonism; Q96RJ0; CHO RD-HGA16 TAAR1, Fluo-8 calcium fluorescence; vehicle wells 0%, saturating PEA agonist 100%; activation, % at 3 µM; actives 0.99% (n = 360,000);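 active = activation above the mean activation of all test compounds in the run plus 3 SD, cut at about 38% in these data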
# Target sequence (Q96RJ0 whole entry, looked up): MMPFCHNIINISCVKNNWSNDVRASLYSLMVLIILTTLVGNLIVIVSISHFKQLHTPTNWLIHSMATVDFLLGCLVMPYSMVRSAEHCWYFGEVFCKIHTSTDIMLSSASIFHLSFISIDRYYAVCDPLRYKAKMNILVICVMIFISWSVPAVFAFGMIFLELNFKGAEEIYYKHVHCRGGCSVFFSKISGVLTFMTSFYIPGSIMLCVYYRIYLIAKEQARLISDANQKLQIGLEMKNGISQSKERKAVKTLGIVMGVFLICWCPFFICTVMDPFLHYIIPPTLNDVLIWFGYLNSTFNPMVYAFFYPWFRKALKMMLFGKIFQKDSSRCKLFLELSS
#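 Test system: RD-HGA16 (CHO) cells co-expressing Gα16 and hTAAR1; dosing: one-point dosing at 3 µM (nominal); timing: 17-24 h seeding, 75 min 37 °C dye, 30 min RT; signal: kinetic Fluo-8 calcium fluorescence; read-out basis: % activation relative to PEA EC100 response; controls: DMSO and PEA EC100; replicates: n 1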
# M5 antag = CHRM5 antagonism in calcium assay. AID 624040. actives 0.59% (n = 360,000). CHO-hM5 cells, Fluo-8 calcium fluorescence, ACh EC80. P08912. inhibition, % at 3 µM;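 active = inhibition above a per-plate cutoff, the mean of that plate's test compounds plus 3 SD, cut at about 27% in these data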;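 note: 0% = acetylcholine EC80 with DMSO and 100% = DMSO without agonist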
# M1 antag = antagonists of human M1 muscarinic receptor | P11229 | CHO-K1 hM1, Fluo-8 calcium fluorescence, ACh EC80 antagonist | inhibition, % at 3 µM | actives 1.3% (n = 360,000);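 active = percent inhibition above its own plate's cutoff, namely the mean of that plate's compound wells plus 3 SD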;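 note: peak over basal fluorescence ratio during 140 s after agonist addition; 0% = ACh EC80 plus DMSO and 100% = DMSO alone without agonist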
# M4 ag = agonists of human muscarinic M4 receptor (CHRM4); CHO-K1 hM4/Gqi5, Fluo-8 calcium fluorescence; vehicle 0%, full acetylcholine response 100%; P08173; actives 0.14% (n = 360,000); AID 624127; activation, % at 3 µM;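 active = activation above the run mean over all test wells plus 3 SD, cut at about 32% in these data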;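 note: peak over basal fluorescence ratio per well then scaled between controls; 0% = DMSO wells and 100% = acetylcholine at EC100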
# M5 PAM = positive allosteric modulators of human muscarinic M5 receptor; actives 0.3% (n = 360,000); CHO-K1 hM5, Fluo-8 calcium, ACh EC20 PAM; 0% = ACh EC20, 100% = ACh EC100; activation, % at 3 µM; P08912;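 active = activation above the run cutoff, the mean activation of all test compounds plus 3 SD, cut at about 18% in these data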
#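 System – CHO-K1 hM5 cells · Compound – 3 µM, single dose · Incubation – compound preincubation 140 s before EC20 acetylcholine addition · Technique – Fluo-8 calcium fluorescence · Measure – Max/basal fluorescence ratio as % of EC20–EC100 ACh window · Benchmarks – low control EC20 acetylcholine (0%), high control EC100 acetylcholine (100%) · Replication – singlicate, one well per test compound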
# M5 ag = CHRM5 agonism in calcium assay; P08912; activation, % at 3 µM; actives 0.19% (n = 360,000); CHO-K1 hM5 cells, Fluo-8 calcium fluorescence; 0% DMSO wells, 100% maximal acetylcholine response;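 active = activation above the run's mean over test compounds plus 3 SD, cut at about 23% in these data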;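 note: signal is peak over basal fluorescence ratio across the kinetic read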
# CHRM1 agonist = activates human CHRM1 receptor; actives 0.33% (n = 360,000); P11229; activation, % at 3 µM; CHO-K1 hM1, Fluo-8 calcium fluorescence, agonist mode; 0% DMSO, 100% acetylcholine EC100;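 active = activation above the run's mean compound activation plus 3 SD, cut at about 16% in these data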;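 note: peak over basal fluorescence ratio within a 140 s kinetic read after compound addition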
# An asterisk follows results filed as active; · = no result given. This is a subset, so the mix of outcomes need not match the whole.
SMILES,M4 antag,CHRM1 PAM,TAAR1 ag,M5 antag,M1 antag,M4 ag,M5 PAM,M5 ag,CHRM1 agonist
COC(=O)CNC(=O)c1ccccc1F,-4,3,1,-12,-3,0,22*,3,-1
Cc1ccc(NC(=O)OCCN2CCN(Cc3ccccc3)CCC2=O)cc1,0,10,10,10,-2,1,1,-1,-5
O=C1CCC(=O)N1c1ccc(CSc2nnnn2C2CCCCC2)cc1,5,4,17,-1,-3,1,1,0,-3
O=C(Nc1ccc(NC(=O)c2cc([N+](=O)[O-])ccc2N2CCOCC2)cc1)c1cccs1,0,4,8,16,-5,5,-2,-3,-4
Cc1cc(NC(=O)CSc2nc(=O)cc(N)n2-c2ccc(F)cc2)no1,9,9,0,9,-11,0,-4,1,-1
CC(C)(C)c1cc2cccnc2n1Cc1ccccc1,16,-18,1,9,17,1,-13,-8,-5
CCN1CCN(S(=O)(=O)c2ccc(OC)c3ccccc23)CC1,1,5,0,8,-6,1,1,-8,-1
O=c1c2ccccc2c(C=Nc2cccc(S(=O)(=O)NC3=NCCCCC3)c2)c(O)n1Cc1ccccc1,-4,12,0,3,-3,3,-1,0,-3
CC(C)NC(=O)c1cc(C2CCCCN2C(=O)c2ccc(Cl)cc2)on1 (stereo unspecified),-18,12,0,-4,-26,1,1,0,-9
COc1cc2c(cc1OC)C(c1ccc(C(F)(F)F)cc1)CC(=O)N2 (stereo unspecified),6,4,7,4,-15,3,1,6,1
Cc1cc(/C=N/NC(=O)Cn2c3ccccc3c(=O)c3ccccc32)c(C)n1-c1ccc(Cl)cc1,0,9,0,-7,-4,2,1,-1,-9
Cc1nnc(NC(=O)C2CCN(S(=O)(=O)c3ccc(F)c(Cl)c3)CC2)o1,-4,6,2,-4,-11,0,6,-4,-3
CCn1c(=O)c(C(=O)NCCNCCO)c(O)c2ccccc21,10,4,9,-3,-2,1,5,0,-4
Cn1nc(-c2ccccc2)c(C(O)c2ccc(Cl)cc2)c1Cl (stereo unspecified),5,4,10,3,-14,-1,2,-4,-7
O=C(NC1C/C=C\C(c2ccccc2)N(c2ccccc2)C(=O)C1)OCC1c2ccccc2-c2ccccc21 (stereo unspecified),-3,10,·,-4,-10,0,-1,0,-4
O=C(c1ccccc1)c1ccc2nc(-c3ccco3)c(-c3ccco3)nc2c1,5,6,-2,6,-3,7,0,5,0
CCCCCNC(=O)c1cn(CC)c2cc(N3CCN(C)CC3)c(F)cc2c1=O,-4,14,5,9,0,2,0,-8,-8
COc1ccc(-c2noc(N3CCC(C(=O)N(C)c4ccccc4)CC3)n2)cc1,5,-4,4,5,-11,8,-10,1,-6
Cc1ccccc1N1CCN(CCCOc2ccc3c(C)cc(=O)oc3c2)CC1,6,-26,21,8,39*,4,-14,-5,-7
COC(=O)c1sccc1S(=O)(=O)Nc1ccc(S(N)(=O)=O)cc1,0,5,1,8,-10,2,-7,-1,-1
O=C(Cc1ccccc1F)Nc1cccc2cccnc12,5,7,-2,-3,-8,-1,3,-3,-8
C=CCn1c(C)c(C(C)=O)c(N2CCCC2)nc1=S,72*,-20,3,-1,98*,0,7,-13,-6
O=C(c1cc(-c2cccnc2)nc2ccc(Cl)cc12)N1CCN(S(=O)(=O)c2cccs2)CC1,7,-13,10,18,31,17,-11,-2,-2
COCCN(C(=S)Nc1cccc(OC)c1)C1CCN(C(C)C)CC1,0,10,1,13,-4,0,-2,-2,-7

# An excerpt from above, limited to M5 PAM and TAAR1 ag:
compound | M5 PAM | TAAR1 ag
O=C(c1ccccc1)c1ccc2nc(-c3ccco3)c(-c3ccco3)nc2c1 | 0 | -2
CCCCCNC(=O)c1cn(CC)c2cc(N3CCN(C)CC3)c(F)cc2c1=O | 0 | 5
COc1ccc(-c2noc(N3CCC(C(=O)N(C)c4ccccc4)CC3)n2)cc1 | -10 | 4
Cc1ccccc1N1CCN(CCCOc2ccc3c(C)cc(=O)oc3c2)CC1 | -14 | 21
COC(=O)c1sccc1S(=O)(=O)Nc1ccc(S(N)(=O)=O)cc1 | -7 | 1
O=C(Cc1ccccc1F)Nc1cccc2cccnc12 | 3 | -2
C=CCn1c(C)c(C(C)=O)c(N2CCCC2)nc1=S | 7 | 3

# Further structures:
SMILES,M4 antag,CHRM1 PAM,TAAR1 ag,M5 antag,M1 antag,M4 ag,M5 PAM,M5 ag,CHRM1 agonist
Cc1ccc(NC(=O)C(c2ccccc2)N2CCN(CC(=O)N3CCOCC3)CC2)cc1 (stereo unspecified),-1,3,1,-6,2,1,10,-1,-4
O=C1NC(=Nc2ccccc2)c2c1cccc2[N+](=O)[O-],2,4,5,3,0,0,0,-1,-5
O=C(N/N=C/c1ccc(Br)o1)c1ccc2c(c1)OCCO2,-14,3,2,-1,-3,4,-4,0,-6
CCCCn1c(N)c(N(CCOC)C(=O)Cn2c(=O)oc3ccccc32)c(=O)[nH]c1=O,2,12,1,1,-12,1,1,3,-2
O=C(c1cc(=O)[nH]c2ccccc12)N1CCN(c2ccccc2)CC1,3,3,3,8,-2,3,-2,-4,-2
O=C(NC1CCCC1)C(c1ccc(F)cc1)N(Cc1ccccc1)C(=O)c1csnn1 (stereo unspecified),-14,15,-4,13,-9,3,-4,-4,-6
C=CCN1C(=O)/C(=C2/Sc3ccccc3N2CC)SC1=S,-8,3,3,3,-10,-1,5,0,-4
O=C(CSc1ccc(Cl)cc1)Nc1cccc(-c2nc3ccccc3[nH]2)c1,3,10,4,13,3,2,-7,1,4
Cc1cccc(Oc2ncccc2[N+](=O)[O-])c1C,-6,3,2,8,-5,-1,2,-2,-4
CCC(C)c1ccccc1NC(=O)COC(=O)c1ccc(N2CCCC2)c([N+](=O)[O-])c1 (stereo unspecified),-1,5,9,5,-4,0,-3,0,-11
COc1ccc(CC(=O)NCC2CCCN(Cc3ccc(F)cc3F)C2)cc1 (stereo unspecified),9,6,0,0,-17,0,2,0,-10
COc1cc(CNCc2ccccn2)ccc1OCc1c(Cl)cccc1Cl,7,-12,19,1,16,13,-12,5,-6

# In a second layout: 3 of the compounds above.
mol	M4 antag	CHRM1 PAM	TAAR1 ag	M5 antag	M1 antag	M4 ag	M5 PAM	M5 ag	CHRM1 agonist
C=CCN1C(=O)/C(=C2/Sc3ccccc3N2CC)SC1=S	-8	3	3	3	-10	-1	5	0	-4
COc1ccc(CC(=O)NCC2CCCN(Cc3ccc(F)cc3F)C2)cc1 (stereo unspecified)	9	6	0	0	-17	0	2	0	-10
O=C(c1ccccc1)c1ccc2nc(-c3ccco3)c(-c3ccco3)nc2c1	5	6	-2	6	-3	7	0	5	0

# A section from the list above:
SMILES,M4 antag,CHRM1 PAM,TAAR1 ag,M5 antag,M1 antag,M4 ag,M5 PAM,M5 ag,CHRM1 agonist
CCN1CCN(S(=O)(=O)c2ccc(OC)c3ccccc23)CC1,1,5,0,8,-6,1,1,-8,-1
O=c1c2ccccc2c(C=Nc2cccc(S(=O)(=O)NC3=NCCCCC3)c2)c(O)n1Cc1ccccc1,-4,12,0,3,-3,3,-1,0,-3
CC(C)NC(=O)c1cc(C2CCCCN2C(=O)c2ccc(Cl)cc2)on1 (stereo unspecified),-18,12,0,-4,-26,1,1,0,-9

# (more compounds)
SMILES,M4 antag,CHRM1 PAM,TAAR1 ag,M5 antag,M1 antag,M4 ag,M5 PAM,M5 ag,CHRM1 agonist
COC(=O)NC1CCC(CC2CCC(NC(=O)OC)CC2)CC1 (stereo unspecified),-1,2,14,-1,3,2,-1,-5,-5
Cc1oc2cc3oc(=O)c(CCC(=O)NCCN4CCOCC4)c(C)c3cc2c1C,-19,7,1,9,4,5,6,6,7
O=C(/C=C/c1ccc(S(=O)(=O)N2CCOCC2)cc1)NC(CO)C(O)c1ccc([N+](=O)[O-])cc1 (stereo unspecified),10,16,3,20,-27,0,-1,-2,-7
CCCCc1ccc(NC(=O)Cn2c(=O)c(N3CCCCC3)c(N)n(C)c2=O)cc1,-6,12,2,1,-29,1,0,0,-5
Cc1ccc(S(=O)(=O)CC(=O)c2cc3cccc(C)c3oc2=O)cc1,-36,15,0,-3,-13,1,7,-5,-3
O=C(NCC1CCCO1)C1CCN(C2CCN(C3CCCCCC3)CC2)CC1 (stereo unspecified),7,5,8,6,-6,1,4,-2,-6
COc1ccc(NC(=O)c2cc(CC(C)C)nc3ccccc23)cc1,-34,6,0,0,-8,7,-1,-11,-4
CC(C)Nc1nc(-c2ccccc2)nnc1-c1ccccc1,6,5,9,-2,-1,-1,3,-15,-4
CC(=O)c1sc2c(c1OC(=O)c1ccc(Cl)cc1Cl)c(=O)n(-c1ccccc1)c(=S)n2-c1ccccc1,4,2,-1,6,-5,1,-2,4,-2
CCCS(=O)(=O)c1nc(S(=O)(=O)c2ccc(C)cc2)c(N2CC(C)OC(C)C2)s1 (stereo unspecified),-3,-2,-2,10,-17,0,-7,-5,0
Cc1ccc(S(=O)(=O)c2cc(N3CCOCC3)nc(-c3ccccc3)n2)cc1,3,5,0,0,-9,0,0,0,-3
Cc1cc(C(=O)NN=Cc2ccc(-c3ccc(F)cc3)o2)c(C)o1,-8,1,0,-3,-1,1,0,-3,-4
CN(C)C(CN=C1NS(=O)(=O)c2ccccc21)c1ccco1 (stereo unspecified),0,-1,3,-4,1,2,-5,-11,-14
O=C(NCCOc1ccccc1)c1cc(S(=O)(=O)N2CCOCC2)ccc1F,-6,17,1,-2,-18,2,4,-4,0
CCc1ccc2oc(C(=O)NCc3ccc(S(N)(=O)=O)cc3)c(C)c2c1,0,7,5,-4,-8,1,-6,-4,-10
CC1Cc2ccccc2N1S(=O)(=O)c1cccc(C(=O)c2nccn2C)c1 (stereo unspecified),-10,-7,6,2,9,9,-11,2,-3
CCCN(C(=O)COC(=O)c1cc(CC)c(C)s1)c1c(N)n(Cc2ccccc2)c(=O)[nH]c1=O,-1,0,7,2,8,2,5,5,2
CC1CCCCC1NC(=O)C(=O)NCC1CCCO1 (stereo unspecified),13,5,1,-3,-8,1,7,0,-2
Cc1occc1-c1nnc(SCC(=O)N2CCCCC2C)o1 (stereo unspecified),17,-4,2,8,8,0,-12,0,-4
O=C(OCc1ccccc1Cl)C1CC(=O)N(Cc2ccco2)C1 (stereo unspecified),-13,3,4,4,-2,1,-4,3,-1
C[C@H](NC(=O)c1ccccc1Cl)C(=O)OCC(=O)N1CCN(c2ccccc2)CC1,4,7,3,1,-2,2,2,3,-3
